S1P2 antag: S1P2 (human) receptor antagonism | O95136 | cell-based S1P2 antagonist assay, inhibition at 5 uM | inhibition, % at 5 µM | actives 0.21% (n = 97,000) | AID 736; in the data active = inhibition above about 45%;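 also: CRE beta-lactamase reporter cells expressing human S1P2 stimulated with S1P; 0% = agonist at EC80 alone and 100% = agonist plus reference antagonist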
Target sequence (O95136 whole entry, looked up): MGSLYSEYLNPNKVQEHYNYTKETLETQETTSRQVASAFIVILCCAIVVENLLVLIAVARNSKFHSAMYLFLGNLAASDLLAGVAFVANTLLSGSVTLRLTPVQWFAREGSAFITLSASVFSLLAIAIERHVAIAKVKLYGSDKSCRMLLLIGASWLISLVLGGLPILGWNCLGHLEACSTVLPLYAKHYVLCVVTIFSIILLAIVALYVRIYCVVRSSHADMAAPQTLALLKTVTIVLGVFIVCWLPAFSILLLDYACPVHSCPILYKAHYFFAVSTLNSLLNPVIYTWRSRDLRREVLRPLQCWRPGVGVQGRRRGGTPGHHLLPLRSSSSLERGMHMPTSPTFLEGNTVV
DAT uptake mod: changed human dopamine transporter uptake under cocaine IC80. Q01959. LLC-PK1 hDAT cells, [14C]-dopamine uptake with cocaine IC80; actives deviate in either direction. B-score at 10 µM. actives 1.3% (n = 110,000). AID 449768;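 active = Z score or B-score, a plate-position-corrected score, falls beyond the plate's 99.7% confidence bounds, in either direction; inactive = both scores lie inside the 99.7% bounds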;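 also: scored against the spread of the other compound wells on the same plate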
Target sequence (Q01959 whole entry, looked up): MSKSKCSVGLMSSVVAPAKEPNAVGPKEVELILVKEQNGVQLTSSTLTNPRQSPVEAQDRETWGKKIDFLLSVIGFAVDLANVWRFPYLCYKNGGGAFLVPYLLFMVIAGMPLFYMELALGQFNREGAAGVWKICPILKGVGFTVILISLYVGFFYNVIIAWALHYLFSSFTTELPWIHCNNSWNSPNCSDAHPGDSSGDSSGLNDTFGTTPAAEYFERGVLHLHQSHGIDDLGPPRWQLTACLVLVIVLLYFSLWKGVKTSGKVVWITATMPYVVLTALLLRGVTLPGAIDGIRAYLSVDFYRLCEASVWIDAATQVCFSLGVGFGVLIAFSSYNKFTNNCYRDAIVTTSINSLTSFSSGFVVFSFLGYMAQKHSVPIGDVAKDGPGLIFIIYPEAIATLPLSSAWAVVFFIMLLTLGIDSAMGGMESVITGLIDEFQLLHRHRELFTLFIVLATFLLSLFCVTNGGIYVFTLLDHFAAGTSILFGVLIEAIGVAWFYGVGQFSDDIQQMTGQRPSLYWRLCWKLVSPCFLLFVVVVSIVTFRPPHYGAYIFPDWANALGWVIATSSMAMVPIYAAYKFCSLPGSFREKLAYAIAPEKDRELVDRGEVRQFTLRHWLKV
PostGolgi yeast: growth inhibition of a yeast mutant, post-Golgi transport screen; post-Golgi transport phenotypic cell assay; inhibition, % at 10 µM; actives 0.9% (n = 98,000);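 also: yeast cells grown in 1536-well plates; yeast grown about 18 h at 30C before absorbance read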
PostGolgi ctrl: yeast control strain growth, post-Golgi counter-screen; actives 5% (n = 98,000); efflux-deficient yeast background strain, growth absorbance A615, 16 h; AID 738; inhibition, % at 10 µM
CYP2C19 inh: human CYP2C19 inhibition | actives 21% (n = 96,000) | CYP2C19 Supersomes, luciferin-H EGE luminescence, 30 min | P33261 | inhibition, % at 5 µM;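 active = CYP2C19 inhibition above a set limit at 5 µM in the primary screen, cut at about 50% in these data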;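 also: plate controls were negative control wells for no effect and 2.5 mM tranylcypromine positive control for full effect; values of inactives mirror those of a sister screen read the other way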
sEH activator: activators of human soluble epoxide hydrolase | purified human sEH enzymatic activity, activator screen | activation, % at 2 µM | actives 0.04% (n = 91,000); in the data active = activation above about 37%; also: values of inactives mirror those of a sister screen read the other way
sEH inh: soluble epoxide hydrolase (human) inhibition. P34913. recombinant human sEH enzymatic activity assay. inhibition, % at 2 µM. actives 0.34% (n = 91,000); in the data active = inhibition above about 80%; also: values of inactives mirror those of a sister screen read the other way; many of its hits are not listed in these tables
S1P2 ag: agonists of human S1P2 receptor; O95136; S1P2-expressing cell line, agonist reporter read-out; activation, % at 4.5 µM; actives 0.46% (n = 97,000); in the data active = activation above about 16%;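 also: 0% = vehicle low control and 100% = maximal reference agonist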
CYP2C19 activ: cytochrome P450 2C19 (human) activation. 96,000 tested, under 10 active. P33261. recombinant CYP2C19, luciferin-H EGE luminescence; hits give high values; 0 = fully inhibited enzyme, 1 = untreated enzyme. activation factor at 5 µM;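 active = activation factor of at least 2 at 5 µM in the primary screen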;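 also: 0 = wells with 2.5 mM tranylcypromine and 1 = vehicle-only wells; values of inactives mirror those of a sister screen read the other way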
Numbers without * were called inactive; . = not tested or not shown. Rule as the data show it, unless noted: active = inhibition above about 30%; inactive = the rest.

SMILES | S1P2 antag | DAT uptake mod | PostGolgi yeast | PostGolgi ctrl | CYP2C19 inh | sEH activator | sEH inh | S1P2 ag | CYP2C19 activ
O=C(O)CN1C(=O)CNC1=O | -5 | -0.46 | 2 | 18 | -15 | -6 | 10 | -5 | 1.1
CC(C)C(NC(=O)OCc1ccccc1)C(=O)O (centres undefined) | 1 | -0.22 | 1 | 20 | 17 | -7 | 11 | 0 | 0.8
CCOC(=O)CC1C(=O)NCCN1S(=O)(=O)c1ccccc1Cl (centres undefined) | 31 | -1 | -1 | 5 | 16 | 1 | 0 | -1 | 0.8
CN1CCN(CC(=O)Nc2c(C(=O)C3CC3)oc3ccccc23)CC1 | 0 | -0.52 | -16 | 2 | 16 | . | . | -5 | 0.8
CCn1c(C)c(C(C)=O)c(SC)nc1=S | 16 | -0.28 | -2 | 2 | -6 | -2 | 0 | 0 | 1.1
COc1cc(OC)cc(-c2cc(NC(C)=O)n[nH]2)c1 | . | -0.16 | -5 | 11 | 2 | . | . | . | 1
Cc1ccc(S(=O)(=O)Nc2nc3ccccc3s2)cc1 | -28 | 0.0056 | 0 | 32* | 7 | 2 | -5 | -2 | 0.9
O=c1cc(NCC2CCCO2)[nH]c(=O)n1-c1ccc(Cl)cc1 (centres undefined) | -10 | -0.99 | . | . | . | -3 | 6 | -4 | .

Compound profiles (already shown). Order of screens: S1P2 antag, DAT uptake mod, PostGolgi yeast, PostGolgi ctrl, CYP2C19 inh, sEH activator, sEH inh, S1P2 ag, CYP2C19 activ
Entry for COc1cc(OC)cc(-c2cc(NC(C)=O)n[nH]2)c1 : ., -0.16, -5, 11, 2, ., ., ., 1
Entry for CCn1c(C)c(C(C)=O)c(SC)nc1=S : 16, -0.28, -2, 2, -6, -2, 0, 0, 1.1
Entry for CCOC(=O)CC1C(=O)NCCN1S(=O)(=O)c1ccccc1Cl (centres undefined) : 31, -1, -1, 5, 16, 1, 0, -1, 0.8
Entry for Cc1ccc(S(=O)(=O)Nc2nc3ccccc3s2)cc1 : -28, 0.0056, 0, 32*, 7, 2, -5, -2, 0.9
Entry for CC(C)C(NC(=O)OCc1ccccc1)C(=O)O (centres undefined) : 1, -0.22, 1, 20, 17, -7, 11, 0, 0.8

Continued.
SMILES | S1P2 antag | DAT uptake mod | PostGolgi yeast | PostGolgi ctrl | CYP2C19 inh | sEH activator | sEH inh | S1P2 ag | CYP2C19 activ
COc1cccc(C(=O)N2CCCc3ccccc32)c1 | 18 | -0.0012 | -9 | -4 | 87* | 0 | 1 | -4 | 0.1
S=C(NCCc1ccccc1)NC1CCCCCC1 | 20 | -0.32 | 3 | 10 | 34 | -27 | 29 | -5 | 0.7
CCOC(=O)CCn1cc(F)c(=O)n(Cc2ccccc2)c1=O | 14 | 0.027 | -4 | -5 | 52* | -1 | 1 | -8 | 0.5
COc1ccc(NC(=O)c2ocnc2C)cc1OC | -10 | 0.64 | 10 | 9 | -10 | 12 | -15 | -3 | 1.1
COc1ccc2oc(C(=O)c3ccccc3)c(NC(=O)CN3CCN(C)CC3)c2c1 | 20 | 1.5 | 8 | 0 | 37 | -6 | 7 | -5 | 0.6
Cc1ccc(S(=O)(=O)NC(CC(=O)O)c2ccccc2)c(C)c1 (centres undefined) | 11 | -0.29 | 1 | 3 | 2 | -6 | 7 | -12 | 1
COc1ccc(-c2nnc(-c3cccnc3)o2)cc1 | -9 | 0.61 | 3 | -1 | 22 | 0 | -1 | -6 | 0.8
c1ccc(-c2nc3nonc3c3nc4ccccc4n23)cc1 | . | -0.58 | 7 | -4 | 8 | . | . | . | 0.9
CCC(CC)C(=O)Nc1c2c(nn1-c1ccc(OC)cc1)CS(=O)C2 (centres undefined) | 28 | -0.84 | -5 | 10 | 23 | -4 | 5 | -2 | 0.8
Cc1ccc(S(=O)(=O)NC(=O)Nc2ccccc2F)cc1 | -8 | -0.38 | . | . | . | 17 | -14 | 0 | .
O=C(Nc1cccnc1N1CCOCC1)c1ccco1 | -4 | -0.93 | . | 21 | 16 | 2 | 0 | -4 | 0.8
Cc1ccc2[nH]c3c(N4CCN(Cc5ccccc5)CC4)ncnc3c2c1 | 59* | 2.2 | 10 | 11 | 78* | . | . | -9 | 0.2
CN1C(=O)CC(P(=O)(c2ccccc2)c2ccccc2)N(C)C1=O (centres undefined) | . | -0.19 | -6 | -3 | -2 | . | . | . | 1
O=c1[nH]c(SCC2CCCCO2)nc2ccccc12 (centres undefined) | 2 | 1.2 | -1 | 13 | . | 1 | 1 | -13 | .
COc1ccc(-n2c(SCC(=O)Nc3nccs3)nnc2-c2ccoc2C)cc1 | -10 | -0.14 | 0 | 0 | 75* | -2 | 3 | -5 | 0.2
COc1ccc(NC(=O)CN2CCN(S(=O)(=O)c3ccc(C(C)C)cc3)CC2)cc1OC | . | 1.6 | -10 | -5 | 44 | . | . | . | 0.6
CCN(Cc1ccccc1)C(=O)C1CCN(Cc2ccc(OC)c(OC)c2OC)CC1 | -19 | -0.11 | -1 | 9 | 7 | 2 | 1 | -5 | 0.9
C=CCOC(=O)C1=C(C)NC(=O)NC1C1CC=CCC1 (centres undefined) | 12 | 0.46 | 2 | 0 | 98* | -20 | 21 | -3 | 0
CCOC(=O)Cc1c(C)nc2c(-c3ccccc3)c(C)nn2c1C | -16 | 1.9 | . | . | . | 0 | 3 | -1 | .
O=C(NCc1n[nH]c(=S)n1-c1ccccc1)c1ccc(S(=O)(=O)N2CCOCC2)cc1 | 9 | 0.19 | 0 | 3 | 0 | -17 | 15 | -1 | 1
Nc1c(-c2ccccc2Cl)cnn1-c1cccc([N+](=O)[O-])c1 | -3 | -0.45 | 8 | 9 | 18 | 0 | -2 | -3 | 0.8
c1ccc(OCCCn2nnc(-c3cccnc3)n2)cc1 | 18 | -0.012 | 0 | 2 | 51* | -1 | 0 | 1 | 0.5
CCN(CC)c1ccc(NC(=O)c2cc3ccccc3o2)c(C)c1 | 8 | 0.26 | -5 | 0 | 21 | -5 | 3 | -4 | 0.8
Cc1ccc(NC(=O)c2cc(NC(=O)c3ccco3)ccc2N2CCCCC2)cc1 | -11 | -0.022 | -1 | 6 | 8 | 7 | -8 | -6 | 0.9
CCCCC(=O)Nc1nc(C)c(-c2csc(Nc3ccc(Cl)cc3)n2)s1 | -6 | 0.76 | 33* | 2 | 46 | -19 | 24 | -8 | 0.5
Cc1ccc(-n2nnnc2SCC(=O)N2CCc3ccccc3C2)cc1 | -2 | 0.58 | -3 | 25 | . | -2 | 0 | -5 | .
Cc1cc(N2CCCCC2)nc(SCC(=O)c2ccccc2)n1 | -9 | 0.48 | 1 | 23 | 25 | -1 | 0 | -3 | 0.8
CCCOc1ccc(N2CC(C(=O)Nc3ccccc3OC)CC2=O)cc1 (centres undefined) | 5 | 0.11 | 2 | 7 | 1 | 11 | -11 | -4 | 1
CCn1c(=O)[nH]c2cc(C(=O)N3CCN(c4ccccc4)CC3)ccc2c1=O | 10 | -1.2 | 36* | 5 | -4 | 4 | -4 | -5 | 1
CCCS(=O)(=O)N1CCCC(C(=O)NCCCOC(C)C)C1 (centres undefined) | -13 | -0.54 | -5 | -10 | 3 | -7 | 5 | -3 | 1
CC(C)n1c(N2CCN(C(=O)Nc3ccc(F)cc3F)CC2)nc2ccccc21 | 8 | -0.95 | -1 | 2 | 23 | 1 | -3 | 0 | 0.8
CCn1nc(C)c(/C=N/NC(=O)c2ccc3c(c2)c(C)c(C)n3Cc2ccccc2)c1C | -8 | -0.34 | 4 | 10 | 86* | -8 | 9 | -5 | 0.1
Cc1ccc2cc(C(c3nnnn3C(C)(C)C)N3CCCCCC3)c(=O)[nH]c2c1 (centres undefined) | -1 | -0.52 | 2 | 14 | 32 | -3 | 4 | -6 | 0.7
COC(=O)c1sccc1NC(=O)CN1CCN(c2ccc(F)cc2)CC1 | . | 0.97 | -1 | 32* | 39 | . | . | . | 0.6
CC(=O)Oc1cc2c(C(C)=O)coc2c2ccccc12 | 9 | 0.017 | 12 | 6 | 6 | 4 | 0 | -2 | 0.9
COc1ccc(C2C(C(=O)NCC3CCCO3)c3cc(OC)c(OC)cc3C(=O)N2C)cc1OC (centres undefined) | . | -1.7 | 6 | 22 | 42 | . | . | . | 0.6
O=C(O)C1CC1c1ccc(Br)cc1 (centres undefined) | 5 | 0.033 | -4 | 4 | -11 | 8 | -10 | -4 | 1.1
COc1ccccc1OCC(=O)Nc1ccccc1C(=O)NCc1ccco1 | -2 | 0.91 | . | . | . | 4 | 2 | -6 | .
CC(C)(C)NC(=O)C1N(c2cccnc2)C(=O)C2C(C(=O)Nc3ccccc3F)C3(C)C=CC21O3 (centres undefined) | 13 | -0.11 | 23 | 12 | -7 | 4 | -3 | -8 | 1.1
Cc1cc([N+](=O)[O-])nn1Cc1ccccc1F | -18 | -0.51 | 0 | 1 | 38 | 8 | -11 | -2 | 0.6
CCCCOC(=O)Cn1cnc2ccc(Br)cc2c1=O | 6 | 1.9 | -1 | 3 | 30 | 1 | -2 | -6 | 0.7
CCn1nnc(NC(=O)c2cccnc2Cl)n1 | -30 | -0.51 | -2 | -6 | 31 | 1 | 0 | -3 | 0.7
CCC(C)(C)n1nnnc1C(c1ccc2ncccc2c1)N1CCCC(C)C1 (centres undefined) | 4 | -0.61 | . | . | . | -10 | 11 | 4 | .
CCC(C)(C)NC(=O)C(c1cccs1)N(CC1CCCO1)C(=O)Cn1nnc2ccccc21 (centres undefined) | 0 | -0.045 | -17 | 10 | -15 | 6 | -5 | 0 | 1.2
Cc1ccc(S(=O)(=O)C2(C(=O)N3CCCCC3C)CC2)cc1 (centres undefined) | 8 | 0.3 | -3 | 23 | 72* | 9 | -10 | -4 | 0.3
COc1ccc(-c2noc(CSc3nnc(Cc4ccccc4)n3-c3ccc(Cl)cc3)n2)cc1 | -4 | 1.6 | -2 | 28 | 87* | 2 | -2 | -5 | 0.1
COc1ccc2cc(CN(CCCN3CCOCC3)Cc3nnnn3C3CCCC3)c(=O)[nH]c2c1 | -4 | 0.16 | -2 | 3 | 32 | -5 | 4 | -2 | 0.7
COCC(=O)N/N=C(\C)CC(=O)Nc1ccccc1C(N)=O | -5 | -0.031 | 10 | 13 | 21 | 13 | -10 | -3 | 0.8

Pulled one by one from above (six):
SMILES | S1P2 antag | DAT uptake mod | PostGolgi yeast | PostGolgi ctrl | CYP2C19 inh | sEH activator | sEH inh | S1P2 ag | CYP2C19 activ
CCC(C)(C)n1nnnc1C(c1ccc2ncccc2c1)N1CCCC(C)C1 (centres undefined) | 4 | -0.61 | . | . | . | -10 | 11 | 4 | .
COc1ccc(-c2noc(CSc3nnc(Cc4ccccc4)n3-c3ccc(Cl)cc3)n2)cc1 | -4 | 1.6 | -2 | 28 | 87* | 2 | -2 | -5 | 0.1
COCC(=O)N/N=C(\C)CC(=O)Nc1ccccc1C(N)=O | -5 | -0.031 | 10 | 13 | 21 | 13 | -10 | -3 | 0.8
Cc1ccc(S(=O)(=O)C2(C(=O)N3CCCCC3C)CC2)cc1 (centres undefined) | 8 | 0.3 | -3 | 23 | 72* | 9 | -10 | -4 | 0.3
CCCCOC(=O)Cn1cnc2ccc(Br)cc2c1=O | 6 | 1.9 | -1 | 3 | 30 | 1 | -2 | -6 | 0.7
CCn1nnc(NC(=O)c2cccnc2Cl)n1 | -30 | -0.51 | -2 | -6 | 31 | 1 | 0 | -3 | 0.7

Source: PubChem BioAssay (several laboratories)
